# Efa HMGR inh – inhibitors of class II HMG-CoA reductase from Enterococcus faecalis; hit rate 0.41% among 190,000; inhibition, % at 10 µM; AID 1066; purified E. faecalis HMGR, NADPH absorbance 340 nm kinetic;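 active = inhibition above a set limit, the median over all tested compounds plus 3 SD, cut at about 9.5% in these data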;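 note: enzyme runs in reverse so mevalonate oxidation gives rising NADPH absorbance; 0% = complete reaction with DMSO and 100% = background rate lacking mevalonate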
# S1P3 antagonist – blocks the human S1P3 receptor; Q99500; CHO S1P3 NFAT-BLA reporter, FRET fluorescence, antagonist mode; inhibition, % at 4.98 µM; hit rate 0.27% among 170,000; AID 485;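 active = inhibition above the plate cutoff, the mean inhibition of test wells on that plate plus 3 SD, cut at about 28% in these data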;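 note: cells challenged with S1P at its EC80 of 0.8 µM; blue over green emission ratio from cleaved BLA substrate after 4 h stimulation; 0% = S1P-stimulated wells and 100% = unstimulated DMSO-only wells; some compounds past the cut are filed as inactive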
# PPARg SRC-1 ag – agonists of human PPARgamma SRC-1 coactivator recruitment; P37231; PPARgamma-SRC-1 coactivator recruitment biochemical assay; activation, % at 8 µM; hit rate 0.41% among 200,000; in the data active = activation above about 19%;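 note: 0% = DMSO and 100% = reference agonist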
# Target sequence (P37231 whole entry, looked up): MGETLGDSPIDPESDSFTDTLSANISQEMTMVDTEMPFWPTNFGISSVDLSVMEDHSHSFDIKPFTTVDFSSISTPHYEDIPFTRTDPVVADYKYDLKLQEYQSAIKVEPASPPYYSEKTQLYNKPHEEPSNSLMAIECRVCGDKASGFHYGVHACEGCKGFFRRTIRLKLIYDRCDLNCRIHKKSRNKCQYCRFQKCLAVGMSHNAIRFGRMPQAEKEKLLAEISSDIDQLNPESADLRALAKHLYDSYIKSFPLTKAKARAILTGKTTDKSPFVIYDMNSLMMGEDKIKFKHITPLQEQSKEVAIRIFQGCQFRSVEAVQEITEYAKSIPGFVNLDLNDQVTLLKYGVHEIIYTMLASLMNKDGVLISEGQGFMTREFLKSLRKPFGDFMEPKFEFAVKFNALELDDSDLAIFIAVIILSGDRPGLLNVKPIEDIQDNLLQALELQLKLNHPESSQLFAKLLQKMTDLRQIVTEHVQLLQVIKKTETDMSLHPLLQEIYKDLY
# RAM inhibit – blocks the yeast RAM network | inhibition, % at 50 µM | hit rate 1.8% among 190,000 | S. cerevisiae dse1pr::URA3 reporter, 5-FOA growth OD615, 2 d; analog-sensitive cbk1-as2 kinase mutant strain;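 active = inhibition above a set limit, 3 SD over mean compound inhibition, cut at about 8.4% in these data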;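 note: 0% = DMSO-only wells with no growth and 100% = 10 µM 1-NA-PP1 full growth; inhibition rescues growth on 5-FOA so higher OD means more RAM inhibition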
# SRC2 TRFRET art – flags TR-FRET format artefacts in PPARgamma SRC-2 recruitment agonist screen; TR-FRET artefact counter-screen; stronger effect = higher value; TR-FRET ratio at 8 µM; AID 1049; hit rate 0.4% among 200,000; in the data active = TR-FRET ratio above about 2000; note: inactives centre near 1500; reference of the scale not given here
# ROMK primary – modulates human ROMK potassium channel activity | Tet-inducible ROMK, thallium flux fluorescence; actives lie on both sides | P48048 | B-score at 10 µM | hit rate 2% among 130,000;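 active = signal ratio slope over the read window, or its plate-corrected B-score, at least 3 SD from the plate mean, either direction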;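 note: B-score of the F/F0 ratio slope over 7 to 12 s after thallium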
# Target sequence (P48048 whole entry, looked up): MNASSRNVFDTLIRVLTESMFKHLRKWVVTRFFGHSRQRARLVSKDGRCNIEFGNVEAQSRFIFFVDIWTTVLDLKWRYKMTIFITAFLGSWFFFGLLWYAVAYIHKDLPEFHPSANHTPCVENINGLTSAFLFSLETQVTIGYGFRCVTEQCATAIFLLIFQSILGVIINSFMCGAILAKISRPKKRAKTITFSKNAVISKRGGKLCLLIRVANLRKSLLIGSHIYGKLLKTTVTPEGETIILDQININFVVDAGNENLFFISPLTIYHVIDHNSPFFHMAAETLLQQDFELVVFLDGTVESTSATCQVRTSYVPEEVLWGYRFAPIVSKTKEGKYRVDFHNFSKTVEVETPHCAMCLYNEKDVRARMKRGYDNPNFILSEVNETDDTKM
# PPARg SRC2 recr – promotes SRC-2 coactivator recruitment by human PPARgamma | P37231 | PPARgamma LBD-SRC-2 recruitment, biochemical | activation, % at 8 µM | hit rate 0.34% among 200,000 | AID 1032; in the data active = activation above about 22%;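 note: 0% = vehicle and 100% = reference agonist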
# PPARg SRC-3 ag – promotes SRC-3 coactivator recruitment by human PPARgamma; activation, % at 8 µM; P37231; biochemical PPARgamma/SRC-3 coactivator recruitment assay; AID 731; hit rate 0.26% among 200,000; in the data active = activation above about 23%;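 note: 0% = DMSO and 100% = reference agonist; some compounds past the cut are filed as inactive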
# Redox H2O2 prof – compounds producing H2O2 with reducing agent – biochemical, NIH compound library profiling, artefact control for MLSCN library redox annotation, primary screen; DTT-dependent redox cycling H2O2, phenol red/HRP absorbance; 100% = 100 µM peroxide control, 0% = buffer; activation, % at 10 µM; hit rate 0.03% among 200,000;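 active = activation of at least 50% relative to the plate's high and low controls in the primary single-dose screen; inactive = activation below 50%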;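 note: compound incubated with DTT at 0.8 mM final as the reducing agent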
# bIAP inhibitor – intestinal alkaline phosphatase (bovine) inhibition. purified bovine IAP, CDP-star luminescence, 30 min. inhibition, % at 20 µM. 190,000 tested, under 10 active;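 active = over 50% inhibition of intestinal alkaline phosphatase at 20 µM in the single-dose screen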
#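 Assay system – bovine IAP enzyme · Quantity – bovine IAP at 1/65,000,000 final dilution · Detection – CDP-star luminescence signal · Times – 30 min reaction at room temperature · Also added – CDP-star substrate at 30 µM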
# Lmaj promast – inhibitors of Leishmania major promastigote growth; Leishmania major promastigotes, resazurin fluorescence viability; inhibition, % at 10 µM; hit rate 9% among 200,000; in the data active = inhibition above about 50%;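 note: promastigotes grown with compound for 44 hours at 28 °C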
# * hit, by the source's call; x = not tested or not shown.
SMILES,Efa HMGR inh,S1P3 antagonist,PPARg SRC-1 ag,RAM inhibit,SRC2 TRFRET art,ROMK primary,PPARg SRC2 recr,PPARg SRC-3 ag,Redox H2O2 prof,bIAP inhibitor,Lmaj promast
O=C(CN1CCCc2ccccc21)Nc1ccccc1[N+](=O)[O-],-7,0,-7,4.0,1532,0.42,-3,2,0.6,9,-1
COc1ccc(N2CCN(C(c3cccs3)C(C)NC(=O)c3ccc4c(c3)OCO4)CC2)cc1 (stereo not drawn),1,-13,0,2.4,1590,0.045,2,4,-9.0,5,-2
CCN1CCN(c2ncnc3c2nnn3Cc2ccccc2)CC1,1,-24,-3,-0.6,1466,x,6,-2,0.8,-4,47
O=C(/C(C=Nc1ccc(F)cc1)=C(/O)c1ccco1)C(F)(F)F,-3,-6,-10,1.4,1371,x,-2,-4,0.4,-40,2
Cc1ccc(S(=O)(=O)N(C)C)cc1NS(=O)(=O)c1ccc(Cl)s1,-2,-4,2,-0.8,1327,x,-5,-3,-0.4,1,69*
CCc1cccc(N=c2c([N+](=O)[O-])nn(-c3ccc4c(c3)OCCO4)n2O)c1,-2,-7,-3,5.9,1553,-0.62,3,0,-0.1,-11,91*
CCSc1ncc(/C=N/Nc2ccc([N+](=O)[O-])cc2)n1C,-3,x,7,4.0,1420,x,4,0,3.5,11,4
Cc1ccc(C2=NNC(=O)C(P(=O)(c3ccccc3)c3ccccc3)C2)cc1 (stereo not drawn),0,-3,3,0.1,1712,-2.5,0,-1,-1.4,-7,-2
COC(=O)c1ccc(NC(=O)CN(Cc2ccc(Cl)cc2)S(C)(=O)=O)cc1,-3,x,3,0.5,1712,x,2,18,0.7,6,100*
CC(C)(C)NC(=O)CN(C(=O)CN1C(=O)C(=O)c2ccccc21)C(C)(C)C,5,2,-3,0.4,1556,-1.2,-6,-1,-1.3,14,-5
COc1ccc(C(=S)N2CCN(C)CC2)cc1,0,x,-1,2.7,1547,-1,9,3,0.2,13,85*
O=C(NC(=S)Nc1ccccn1)c1ccco1,-11,4,-1,0.1,1683,x,8,5,-0.5,12,0
C/C(=N\Nc1nc(C)cc(C)n1)c1ccc(N2CCOCC2)cc1,0,9,7,2.6,1590,0.62,6,-5,0.1,4,-8
O=C(NC1CCCCC1)C(c1ccc2ncccc2c1)N(Cc1ccccc1)C(=O)c1ccc2c(c1)OCCO2 (stereo not drawn),-3,x,5,2.1,1500,x,9,-2,1.7,-6,19
COc1cc(OC)c(OC)cc1CN1CCN(S(=O)(=O)c2ccc(F)cc2)CC1,2,x,3,-0.1,1621,-0.062,8,4,0.2,7,22
COc1ccc(OC)c(NC2=NC3(CCCCC3)N=C(N)N2)c1,-2,-26,-3,1.1,1748,x,7,8,-0.3,-44,0
N#Cc1c(-c2ccc(Cl)cc2)nc2n(c1=O)CCCS2,-6,x,1,0.4,1502,x,-3,-9,2.0,4,-3
CC(C)CNC(=O)Cn1c(=O)c2c(ncn2CC(C)C)n(Cc2ccccc2)c1=O,0,6,4,3.0,1562,0.055,6,1,-1.2,-5,-10
O=C(CSc1nc2ccccc2c(=O)n1-c1ccccc1)NCc1ccc2c(c1)OCO2,3,x,-5,4.0,1451,0.61,1,-3,-4.5,11,13
O=C(NC1(C(F)(F)F)C(=O)Nc2c1c(=O)[nH]c(=O)n2Cc1ccco1)C1CC1 (stereo not drawn),2,3,6,0.0,1594,x,2,7,1.9,10,1

# Some of these compounds in order of SMILES length, falling.
SMILES,Efa HMGR inh,S1P3 antagonist,PPARg SRC-1 ag,RAM inhibit,SRC2 TRFRET art,ROMK primary,PPARg SRC2 recr,PPARg SRC-3 ag,Redox H2O2 prof,bIAP inhibitor,Lmaj promast
O=C(NC1CCCCC1)C(c1ccc2ncccc2c1)N(Cc1ccccc1)C(=O)c1ccc2c(c1)OCCO2 (stereo not drawn),-3,x,5,2.1,1500,x,9,-2,1.7,-6,19
CC(C)(C)NC(=O)CN(C(=O)CN1C(=O)C(=O)c2ccccc21)C(C)(C)C,5,2,-3,0.4,1556,-1.2,-6,-1,-1.3,14,-5
O=C(CSc1nc2ccccc2c(=O)n1-c1ccccc1)NCc1ccc2c(c1)OCO2,3,x,-5,4.0,1451,0.61,1,-3,-4.5,11,13
COc1cc(OC)c(OC)cc1CN1CCN(S(=O)(=O)c2ccc(F)cc2)CC1,2,x,3,-0.1,1621,-0.062,8,4,0.2,7,22
C/C(=N\Nc1nc(C)cc(C)n1)c1ccc(N2CCOCC2)cc1,0,9,7,2.6,1590,0.62,6,-5,0.1,4,-8
COc1ccc(OC)c(NC2=NC3(CCCCC3)N=C(N)N2)c1,-2,-26,-3,1.1,1748,x,7,8,-0.3,-44,0
N#Cc1c(-c2ccc(Cl)cc2)nc2n(c1=O)CCCS2,-6,x,1,0.4,1502,x,-3,-9,2.0,4,-3
COc1ccc(C(=S)N2CCN(C)CC2)cc1,0,x,-1,2.7,1547,-1,9,3,0.2,13,85*
O=C(NC(=S)Nc1ccccn1)c1ccco1,-11,4,-1,0.1,1683,x,8,5,-0.5,12,0

# Next part
SMILES,Efa HMGR inh,S1P3 antagonist,PPARg SRC-1 ag,RAM inhibit,SRC2 TRFRET art,ROMK primary,PPARg SRC2 recr,PPARg SRC-3 ag,Redox H2O2 prof,bIAP inhibitor,Lmaj promast
Cc1c(C(=O)N2CCN(c3cccc(Cl)c3)CC2)cccc1[N+](=O)[O-],-4,-3,-2,0.0,1497,0.39,4,0,-0.5,-3,0
COCC(=O)N/N=C/c1c(C)[nH]n(-c2ccccc2)c1=O,-3,4,2,0.8,1647,0.74,4,1,-1.5,-25,-7
COc1ccc2cc(C(=O)N3CCCCCC3)sc(=O)c2c1OC,-3,16,0,-0.3,1543,-0.84,-1,12,0.3,-2,-2
C#CCOC(=O)C(NC(=O)c1ccccc1)=C(C)C,-4,x,-1,-0.3,1522,0.46,7,1,1.0,-3,-1
COc1ccc(-n2sc3c(c2=S)-c2cc(OC)ccc2NC3(C)C)cc1,1,x,-7,5.1,1489,x,1,-1,2.2,23,7
Cc1ccc(S(=O)(=O)Nc2ccc3c(c2)CCC3)cc1,1,1,0,-1.0,1574,x,2,-1,0.2,22,0
Fc1cccc(/C=N/Nc2ncnc3nc[nH]c23)c1,-3,-11,1,0.4,1538,0.16,-5,-3,1.1,0,29
Cc1cc(C)n(-c2nc3ccccc3nc2N2CCN(C(=O)c3ccc(Cl)cc3)CC2)n1,3,8,-2,-0.2,1570,x,-1,7,2.2,9,16
COc1cccc(-n2nc3c(-n4ncc(C#N)c4N)nnc(C)c3c2C)c1,-4,x,-5,5.3,1584,0.94,0,-2,0.9,40,-1
Cc1cccc(C)c1NC(=O)COC(=O)CCc1ccc(S(=O)(=O)N2CCCCC2)cc1,-8,-24,3,1.0,1408,x,-1,-7,0.4,7,1
COC(=O)COc1ccc(S(=O)(=O)NCc2cccnc2)cc1C,4,-8,4,1.2,1652,x,2,5,0.4,8,-7
COC(=O)c1cc([N+](=O)[O-])c(-n2cncn2)c([N+](=O)[O-])c1,-8,-20,-1,0.8,1413,-7.8*,3,5,0.3,12,2
O=C(CNc1cccc2ccccc12)N/N=C/C=C/c1ccco1,1,19,15,1.9,1732,-0.95,9,3,1.0,14,-3
O=C(Nc1ccc(Br)cn1)c1ccc([N+](=O)[O-])cc1Cl,2,-2,5,-0.4,1495,0.51,3,6,-0.1,24,14
S=c1[nH]ncn1NCc1ccc(Cl)cc1Cl,-7,-12,8,0.0,1738,1.5,4,8,-1.7,27,12
C/C(CC(=O)Nc1cc(Cl)ccc1Cl)=N\NC(=O)c1ccco1,0,x,5,3.7,1551,0.14,8,-5,-2.3,-3,-3
CCn1nc(C)c(/C=N/NC(=O)Cn2nc(C)cc2C)c1C,-1,-7,-6,1.1,1722,0.32,-3,-7,-0.1,11,45
Cc1[nH]nc2c1C1(C(=O)N(Cc3ccc(Cl)cc3)c3ccccc31)C(C#N)=C(N)O2 (stereo not drawn),-3,12,2,0.4,1463,x,4,-5,2.6,-43,47
O=C(NC1CCCCC1)N1CCCC(c2nc(-c3cccs3)no2)C1 (stereo not drawn),2,x,5,0.9,1679,x,7,5,1.6,10,-3
COCCNCCOCCOc1ccc(Cl)c(C)c1,-6,x,3,2.4,1538,-1.2,6,6,0.0,-12,100*
O=C(NCc1ccccn1)[C@H]1C[C@@H]1[C@H](NP(=O)(c1ccccc1)c1ccccc1)c1ccccc1,-6,-1,-1,0.3,1294,-0.16,-7,-3,0.1,18,-2
COc1cc(/C=C/C(=O)N2C(=O)c3cccc(N)c3C2=O)cc(OC)c1OC,1,-6,4,3.4,1433,x,-4,1,0.2,-6,1
Cc1c(Cl)cnc(NC(=O)COC(=O)c2ccc3c(c2)OCO3)c1Cl,4,-5,6,2.9,1795,-1.6,1,6,0.1,27,-9
COc1ccc(-c2csc(Nc3ccc(C)cn3)n2)cc1OC,-2,-14,12,2.0,1466,0.22,6,6,-1.6,6,10
COCCCN1C(=O)c2ccc(C(=O)OCC(=O)NCCc3ccccc3)cc2C1=O,-12,-11,-2,-0.6,1416,-0.34,2,-1,-1.9,-5,-5
Cc1cccc(NC(=O)c2ccc([N+](=O)[O-])cc2Cl)n1,-2,0,-1,0.9,1643,0.71,6,4,0.1,21,-3
COC(=O)C(CCSC)NC(=O)CNC(=O)C1CCCCC1 (stereo not drawn),0,x,9,-0.1,1583,x,5,-1,-2.5,9,-3
CN(C)S(=O)(=O)c1cccc(NC(=S)NCc2ccc3c(c2)OCO3)c1,-5,-1,6,1.5,1763,0.39,4,3,-0.1,14,0
C/C(N)=C(/C#N)C(=O)CSc1nnc(SCc2ccc(Cl)cc2)s1,-7,-17,-1,1.3,1370,1.6,-3,-11,0.3,x,-3
COc1ccc(NS(=O)(=O)c2ccc(Oc3cccc(C(=O)O)c3)cc2)cc1,-2,-5,1,1.6,1523,-0.78,2,2,2.6,-4,0
Cc1ccc(-n2c(Cc3cccn3C)nnc2SCC(=O)NCc2ccc3c(c2)OCO3)cc1,-4,4,-3,5.3,1325,x,2,-2,-0.1,-2,2
C=CCn1cccc(C(=O)Nc2cc(OC)ccc2OC)c1=O,5,-2,1,2.6,1550,-0.076,7,-2,0.7,-12,-1
COc1cccc(C2CC(c3ccc(F)cc3)Nc3nc(N)nn32)c1 (stereo not drawn),-3,-10,-4,0.7,1459,x,0,4,-0.7,4,6
c1ccc(Nc2cccc(Nc3ccccc3)c2)cc1,-4,2,10,2.6,1828,0.15,8,7,-0.6,18,30
COC(=O)c1sc(-c2ccccc2)cc1NC(C)=O,6,3,13,3.4,1846,-1.5,16,12,0.1,-6,4
CCOc1ccc(OC(=O)c2cccnc2)cc1,-3,-16,-1,0.3,1538,-0.48,-5,-1,0.0,7,0

# Screening data from PubChem BioAssay.
